Bioassay records as filed in PubChem.
HTRA1 inhibitor = HTRA1 serine protease inhibitors, primary screen, biochemical, fluorescence polarization, HTS. actives 0.5% (n = 340,000). Q92743. recombinant HTRA1, FP-rhodamine activity-based probe. AID 504803, 2011. inhibition, % at 5.96 µM; in the data active means inhibition above about 36%;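 further: 0% = enzyme with DMSO and 100% = wells lacking enzyme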
SIAE primary = human SIAE inhibitors, primary screen, biochemical, fluorescence polarization, FP-Rh probe, 1536-well HTS | Sialate O-acetylesterase (Homo sapiens), Q9HAT2 | SIAE FP-Rh probe binding | inhibition, % at 9.66 µM | actives 0.69% (n = 370,000);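 active means inhibition above a cutoff: mean of compounds within the control limits plus 3 SD of those, cut at about 17% in these data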;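 further: 0% = plate median of compound wells and 100% = probe without SIAE protein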
Tn7 DDE FP = inhibitors of Tn7 peptide binding to fibrin DD(E), primary screen, biochemical, fluorescence polarization, human fibrin, Tn7 probe | Fibrinogen beta chain (Homo sapiens), P02675 | FP displacement of FITC-Tn7 peptide from fibrin DD(E); 0% = median of compound wells per plate | inhibition, % at 8.3 µM | actives 0.13% (n = 370,000);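 active means inhibition above the mean of compounds falling within the control limits plus 3 SD of them, cut at about 14% in these data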;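 further: 0% = plate median of compound wells and 100% = 10 µM Aha-Tn7 peptide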
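Assay system: Human fibrin DD(E) protein | Medium: Tris buffer with calcium and detergent, pH 7.8 | Reagent: 0.1 µM fluorescent Tn7 | Compound dosing: Single point at 8.3 µM | Times: 10 min preincubation, 3 h with tracer, room temperature | Detection: Fluorescence polarization of the labelled Tn7 tracer | Controls: Aha-Tn7 high control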
TCR CD3 inh = inhibitors of human TCR-CD3 interaction, primary screen, biochemical, fluorescence, TAMRA-labeled TCR probe; inhibition, % at 9.4 µM; actives 0.37% (n = 360,000); AID 651800, 2012; in the data active means inhibition above about 19%;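 further: recombinant mutant TCR 2C K166C tagged with TAMRA read by polarization; 0% = receptor in buffer alone and 100% = receptor with positive control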
PRMT1 inh = PRMT1 methyltransferase inhibitors, primary screen, biochemical, fluorescence polarization | actives 1.3% (n = 370,000) | recombinant PRMT1, activity-based probe fluorescence polarization | AID 652257, 2013 | Protein arginine N-methyltransferase 1 (Homo sapiens), Q99873 | inhibition, % at 2.79 µM;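 active means inhibition above about 21% made by adding two undisclosed values, limit read from the data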
Target sequence (Q99873 whole entry, looked up): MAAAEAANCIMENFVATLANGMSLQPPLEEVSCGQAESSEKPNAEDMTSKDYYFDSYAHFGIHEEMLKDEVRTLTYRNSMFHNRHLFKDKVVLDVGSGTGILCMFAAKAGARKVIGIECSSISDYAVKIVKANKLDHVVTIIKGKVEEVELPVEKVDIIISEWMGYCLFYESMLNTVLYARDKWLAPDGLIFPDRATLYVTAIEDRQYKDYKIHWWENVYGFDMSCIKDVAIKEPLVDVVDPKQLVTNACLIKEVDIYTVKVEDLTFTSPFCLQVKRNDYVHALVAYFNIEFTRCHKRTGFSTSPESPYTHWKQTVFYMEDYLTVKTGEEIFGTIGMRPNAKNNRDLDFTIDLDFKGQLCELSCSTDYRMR
UHRF1 binding = UHRF1 methylated DNA binding inhibitors, primary screen, counter-screen for MBD2 inhibitor project, biochemical, TR-FRET, human UHRF1, single concentration; inhibition, % at 4.4 µM; actives 0.75% (n = 370,000); UHRF1 binding to methylated oligo; in the data active means inhibition above about 21%;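 further: UHRF1 SRA domain binding a hemimethylated CpG hairpin DNA probe; 0% = median of test compound wells and 100% = reference inhibitor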
TDP2 inh = human TDP2 enzyme inhibitors, primary screen, biochemical, epi absorbance, recombinant enzyme; Tyrosyl-DNA phosphodiesterase 2 (Homo sapiens), O95551; T5PNP hydrolysis, p-nitrophenol absorbance 415 nm; inhibition, % at 12.8 µM; actives 0.34% (n = 370,000);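 active means inhibition above the mean of all tested compounds plus 3 SD, set per campaign, cut at about 25% in these data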;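 further: 0% = DMSO with enzyme and 100% = buffer with substrate but no TDP2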
Target sequence (O95551 whole entry, looked up): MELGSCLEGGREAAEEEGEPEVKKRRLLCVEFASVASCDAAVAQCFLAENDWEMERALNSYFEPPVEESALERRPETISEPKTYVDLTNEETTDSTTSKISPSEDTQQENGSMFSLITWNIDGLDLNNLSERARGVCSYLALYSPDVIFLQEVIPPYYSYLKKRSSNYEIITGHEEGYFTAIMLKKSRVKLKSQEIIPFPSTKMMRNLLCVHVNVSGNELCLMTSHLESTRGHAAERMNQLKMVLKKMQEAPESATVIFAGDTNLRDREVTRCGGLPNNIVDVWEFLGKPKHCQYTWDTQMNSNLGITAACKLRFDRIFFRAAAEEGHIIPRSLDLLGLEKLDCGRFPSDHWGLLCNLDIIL
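Assay system: recombinant human TDP2 / Reagent: T5PNP substrate at 5 mM, a TopII-DNA adduct mimic / Measured by: epi absorbance from released p-nitrophenol / Evaluation: % inhibition relative to enzyme-containing and enzyme-free wells / Control set: enzyme-free and DMSO wells / Replicates: each compound tested once, singlicate / Schedule: enzyme reaction with compound for 2 h at 37 °C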
PG9 binder = binders of HIV-1 gp120 antibody PG9, primary screen, biochemical, TR-FRET; inhibition, % at 6.7 µM; actives 0.43% (n = 360,000); TR-FRET gp120-PG9 antibody binding; HIV-1 gp120 / PG9 antibody interaction; in the data active means inhibition above about 8.5%
LEDGF integ inh = blockers of LEDGF/p75-dependent integrase strand transfer – biochemical, TR-FRET, high throughput, primary screen; TR-FRET IN-LEDGF/p75 DNA integration, Eu/Cy5; inhibition, % at 3.7 µM; actives 0.64% (n = 370,000); AID 743269, 2014;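 active means inhibition above the screen-wide mean plus 3 SD, cut at about 13% in these data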;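 further: signal is the Cy5 over europium emission ratio at 671 and 618 nm; 0% = plate median of compound wells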
mABHD4 FP = ABHD4 inhibitors, primary screen, biochemical, fluorescence polarization, mouse | (Lyso)-N-acylphosphatidylethanolamine lipase (Mus musculus), Q8VD66 | purified mABHD4, FP-Rh probe fluorescence polarization | inhibition, % at 8.92 µM | actives 0.54% (n = 370,000) | AID 720543, 2013;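 active means inhibition exceeding the mean over every tested compound plus 3 SD, cut at about 30% in these data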;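 further: 0% = plate median of compound wells and 100% = S159A mutant with DMSO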
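assay system = mABHD4 protein | compound dosing = single nominal dose of 8.92 µM, 0.89% DMSO final | read-out basis = percent inhibition of probe binding, normalized to plate controls | schedule = Enzyme–compound pre-incubation 45 min, then probe 60 min, both 25 °C | detection = fluorescence polarization, excitation 525 nm, emission 598 nm, BODIPY TMR filters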
* marks the source's active call; other numbers are inactive results; . = not tested or not shown.

SMILES	HTRA1 inhibitor	SIAE primary	Tn7 DDE FP	TCR CD3 inh	PRMT1 inh	UHRF1 binding	TDP2 inh	PG9 binder	LEDGF integ inh	mABHD4 FP
COc1ccc2nc(N3CCCC3)[nH]c2c1	2	7	3	1	-2	0	4	0.6	-5	3
Cc1ccc(S(=O)(=O)C(C#N)c2nc3ccccc3nc2OCCO)cc1 (centres undefined)	-2	3	3	-2	-3	0	-7	-1.1	2	3
O=C(Nc1ccc(F)cc1)Nc1nnc(-c2ccncc2)s1	-3	9	3	-5	3	2	0	0.2	4	-6
CC(C)CN1CCC(=O)NC1=S	3	-6	-6	4	-1	0	-3	0.1	3	-1
CC1Sc2ccc(C(=O)O)cc2NC1=O (centres undefined)	-3	4	-6	-6	1	1	-2	1.0	5	-6
CS(=O)(=O)c1nc(-c2ccccc2)cc(C(F)(F)F)n1	-30	-12	-4	6	12	3	-2	-2.6	-1	0
CC(C)CCn1c(=O)c2sccc2n2c(CCCC(=O)N3CCN(c4ccccn4)CC3)nnc12	-1	-3	1	2	-4	0	2	-1.0	-1	-4
Cc1csc(NC(=O)Cc2ccccc2[N+](=O)[O-])n1	-3	2	1	6	2	-3	2	0.2	0	0
O=C(CSc1nc2[nH]ncc2c(=O)[nH]1)Nc1ccc(Cl)c(Cl)c1	-18	-11	4	1	5	0	1	-1.2	3	-13
COc1ccc(/C=C2\C(=O)NC(=S)N2C(=O)c2ccc(F)cc2)cc1	-25	-28	-9	7	-3	-2	12	0.2	2	-5
CC1(OC(=O)CCc2ccccc2)C(=O)C=C2C=C(c3ccc(C#N)cc3)N(C3CCCCC3)C=C2C1=O (centres undefined)	17	-4	-1	-7	5	6	-12	0.4	1	-4
Cc1nc2ccccn2c1C(=O)N/N=C/c1ccc(F)cc1	3	1	-1	0	3	-1	10	-1.6	0	12
Cc1nc(NCCCn2ccnc2)c2ccccc2n1	4	3	2	5	2	2	5	1.3	71*	5
Cc1ccc(NC(=O)CN(C)CC(=O)Nc2ccc(F)c(Cl)c2)cc1	-13	-6	3	-5	0	3	-8	0.7	-4	3
COc1cc(CNCCc2ccccc2)cc(Br)c1OCC(=O)Nc1ccccc1C	-43	3	-3	4	0	0	-7	-2.6	7	1
CC(=O)n1cc([C@@H]2C=C(C(=O)N3CCN(Cc4ccccc4)CC3)O[C@H](OCc3ccc(CO)cc3)C2)c2ccccc21	-27	-6	3	-4	1	0	-9	-1.4	1	-3
O=C(CC(Nc1ccccc1)c1ccccc1)C1CC1 (centres undefined)	4	-2	-3	1	-3	0	1	0.1	-2	-1
CCCC(=O)Nc1c(C)n[nH]c1C	-6	4	6	-4	1	4	-4	-0.8	-4	-1
C[C@H](CO)N1C[C@H](C)[C@@H](CN(C)C(=O)Nc2ccc3c(c2)OCO3)Oc2c(NS(=O)(=O)c3ccccc3)cccc2C1=O	-8	7	0	2	0	-4	-1	-2.8	-1	-3
COc1ccccc1C(=O)CSc1nnc(-c2ccncc2)n1-c1ccc(Cl)cc1	.	4	-3	.	0	-4	-1	.	3	4
O=[N+]([O-])c1cc(S(=O)(=O)N2CCCCCC2)ccc1F	-6	2	7	4	-1	17	15	-0.2	-3	2
O=C(COC(=O)c1n[nH]c2ccccc12)c1ccc(F)c(F)c1	-20	-5	2	-1	1	-1	5	2.3	0	28
CC(NC(=O)Nc1ccc(Cl)cc1)c1ccccc1 (centres undefined)	-14	4	7	-14	-5	-1	-8	0.3	4	-20
CCOC(=O)c1cc(C)n(S(=O)(=O)c2ccc(C)cc2)c1C	-4	-7	1	-2	0	0	-11	0.6	1	3
CC1=CC(C)(C)N(C(=O)c2ccccc2)c2ccc(C)cc21	-9	4	3	0	0	-1	-6	0.5	2	-4
CC1(C)CCCN(Cc2c(O)ccc3c(=O)c(-c4nc5ccccc5s4)c(N)oc23)C1	-14	-23	4	6	-4	0	-1	-0.8	2	-9
COc1ccc(C(=O)N2CCC(C(=O)Nc3ccc4c(c3)OCO4)CC2)cc1	9	4	-2	-4	0	5	-1	-1.6	-1	7
O=C(C/C=N/OCc1ccc(Cl)cc1Cl)c1ccc(Cl)cc1	-29	-3	-4	-3	-1	-1	-2	-0.7	1	-2
N/C(Cc1ccc([N+](=O)[O-])cc1)=N\OC(=O)C1CCCCC1	0	1	1	1	0	0	4	0.5	0	-2
CCN(CC)c1ccc(/C=C2/C(=O)c3ccc(C(=O)O)cc3C2=O)cc1	0	-104	-8	-27	4	-1	13	-2.4	7	-48

2 of the compounds above, field by field:
Molecule: COc1ccccc1C(=O)CSc1nnc(-c2ccncc2)n1-c1ccc(Cl)cc1
- HTRA1 inhibitor = .
- SIAE primary = 4
- Tn7 DDE FP = -3
- TCR CD3 inh = .
- PRMT1 inh = 0
- UHRF1 binding = -4
- TDP2 inh = -1
- PG9 binder = .
- LEDGF integ inh = 3
- mABHD4 FP = 4

Molecule: CCN(CC)c1ccc(/C=C2/C(=O)c3ccc(C(=O)O)cc3C2=O)cc1
- HTRA1 inhibitor = 0
- SIAE primary = -104
- Tn7 DDE FP = -8
- TCR CD3 inh = -27
- PRMT1 inh = 4
- UHRF1 binding = -1
- TDP2 inh = 13
- PG9 binder = -2.4
- LEDGF integ inh = 7
- mABHD4 FP = -48

The results go on.
SMILES	HTRA1 inhibitor	SIAE primary	Tn7 DDE FP	TCR CD3 inh	PRMT1 inh	UHRF1 binding	TDP2 inh	PG9 binder	LEDGF integ inh	mABHD4 FP
COCCN(C(=O)CSc1nnc(-c2ccccc2F)n1N)c1c(N)n(Cc2ccccc2)c(=O)[nH]c1=O	4	4	1	7	-1	0	0	-1.8	0	4
COc1ccccc1C(=O)N/C(=C\c1ccccc1)C(=O)NC(C)C(=O)O (centres undefined)	5	-4	-6	-6	-1	5	-4	-0.7	1	3
CCCNC(=O)C1(C)CCCN(C(=O)c2ccc(F)cc2Cl)C1 (centres undefined)	.	-2	-5	3	-1	3	3	-2.5	-1	1
O=[N+]([O-])c1ccc(N/N=C/c2cccc(O)c2O)cc1	64*	12	-1	-3	10	-1	-15	-1.3	0	21
COc1ccc(NC(=O)C(c2ccc(C)cc2)N(C)C(=O)c2ccc(=O)[nH]c2)cc1 (centres undefined)	6	-2	6	-9	2	2	-14	1.8	-4	-13
N#Cc1cccnc1N1CCN(C(=O)c2ccc3c(c2)S(=O)(=O)c2ccccc2C3=O)CC1	2	2	-3	-4	0	-1	11	-0.8	0	11
Clc1cccc2c3c([nH]c12)CCNC3	3	-7	12	7	4	1	3	0.2	-3	-3
O=C(Cn1cncn1)NCc1cccc(C(F)(F)F)c1	2	0	4	-5	1	0	0	0.8	-5	7
COc1ccc(NC(=O)C[C@H]2C(=O)N(Cc3cccnc3)C[C@@H]2Cc2ccccc2)cc1	11	8	2	-3	5	3	2	-0.6	-1	-11
NC1=NS(=O)(=O)NC1c1ccc(Cl)cc1 (centres undefined)	1	-14	4	4	-1	0	-6	-1.1	-2	2
COC(=O)CNc1cccc(C(F)(F)F)c1	4	4	-2	5	7	1	5	-1.4	3	0
CC(O)c1cccc(NC(=O)CC(c2ccccc2)c2ccccc2)c1 (centres undefined)	-23	7	4	-1	-2	-4	-8	0.4	0	-8
CCCC(=O)N1CCN(c2ccc(NC(=O)c3ccc([N+](=O)[O-])o3)cc2)CC1	2	-1	-6	4	-3	-6	-11	-3.9	0	6
COc1ccc(N2CCN(C(=O)c3c(C)nn(-c4ccccc4)c3C)CC2)cc1	5	1	-6	-3	0	-4	-1	-0.9	0	7
CCCCn1c(SCCN2CCCCC2)nc2c1c(=O)n(C)c(=O)n2C	0	-1	-4	-5	1	0	3	0.8	-1	7
CCOc1ccccc1/C=N/N1CCN(Cc2ccccc2)CC1	-2	6	-2	-2	-2	0	-9	-2.4	2	4
OCCN1CCN(c2ncnc3ccc(Br)cc23)CC1	-1	-2	8	4	-2	-2	7	-0.6	0	6
Cc1nc2ncnn2c(N2CCC(C(=O)NC3CCCC3)CC2)c1Cc1ccccc1	-1	7	-3	3	-3	-1	11	0.8	4	-1

Exported bar-delimited: seven of the compounds above.
Structure | HTRA1 inhibitor | SIAE primary | Tn7 DDE FP | TCR CD3 inh | PRMT1 inh | UHRF1 binding | TDP2 inh | PG9 binder | LEDGF integ inh | mABHD4 FP
COc1ccc(NC(=O)C[C@H]2C(=O)N(Cc3cccnc3)C[C@@H]2Cc2ccccc2)cc1 | 11 | 8 | 2 | -3 | 5 | 3 | 2 | -0.6 | -1 | -11
NC1=NS(=O)(=O)NC1c1ccc(Cl)cc1 (centres undefined) | 1 | -14 | 4 | 4 | -1 | 0 | -6 | -1.1 | -2 | 2
COC(=O)CNc1cccc(C(F)(F)F)c1 | 4 | 4 | -2 | 5 | 7 | 1 | 5 | -1.4 | 3 | 0
CC(O)c1cccc(NC(=O)CC(c2ccccc2)c2ccccc2)c1 (centres undefined) | -23 | 7 | 4 | -1 | -2 | -4 | -8 | 0.4 | 0 | -8
CCCC(=O)N1CCN(c2ccc(NC(=O)c3ccc([N+](=O)[O-])o3)cc2)CC1 | 2 | -1 | -6 | 4 | -3 | -6 | -11 | -3.9 | 0 | 6
COc1ccc(N2CCN(C(=O)c3c(C)nn(-c4ccccc4)c3C)CC2)cc1 | 5 | 1 | -6 | -3 | 0 | -4 | -1 | -0.9 | 0 | 7
CCCCn1c(SCCN2CCCCC2)nc2c1c(=O)n(C)c(=O)n2C | 0 | -1 | -4 | -5 | 1 | 0 | 3 | 0.8 | -1 | 7
